# Source: PubChem BioAssay
# Cneo AK release: Cryptococcus neoformans cell lysis inducers, primary screen, AK release luminescence, single concentration; C. neoformans lysis, adenylate kinase release luminescence, 4 h; normalised: neutral wells 0, clomiphene wells 100; lysis activity, % at 15 µM; 360,000 tested, 0.2% active;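 active = mean lysis activity across replicates of at least 80%, whatever share of replicates individually reach that level; inactive = mean lysis activity below 80%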
#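 Signal: Adenylate kinase release luminescence | Assay system: Log-phase Cryptococcus neoformans yeast cells | Input: Cells at 5 × 10^6 per mL | Buffer or medium: Fresh YPD growth medium | Compound: Single dose | Schedule: Static 4 h at 37 °C with compound, 1 h detection | Controls: Clomiphene | Read-out: Luminescence rise reflecting yeast cell lysis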
# SIRT5 block: SIRT5 desuccinylase inhibitors, primary screen, biochemical, fluorescence imaging, single point, set 5. Purified SirT5, succinyl-peptide AMC, trypsin-coupled fluorescence. inhibition, % at 15 µM. 330,000 tested, 1.1% active. AID 652115, 2013; in the data active = inhibition above about 15%; inconclusive = no clear call, values can overlap the other calls
# Target sequence (Q9NXA8 whole entry, looked up): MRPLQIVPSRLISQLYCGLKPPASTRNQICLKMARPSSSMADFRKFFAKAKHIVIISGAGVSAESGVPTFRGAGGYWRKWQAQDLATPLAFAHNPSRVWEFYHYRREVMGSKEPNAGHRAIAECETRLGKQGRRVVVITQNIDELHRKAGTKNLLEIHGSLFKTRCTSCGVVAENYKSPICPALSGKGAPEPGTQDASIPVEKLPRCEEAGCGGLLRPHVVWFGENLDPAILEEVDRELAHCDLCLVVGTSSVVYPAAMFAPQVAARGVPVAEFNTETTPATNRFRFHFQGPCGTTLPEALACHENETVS
# ERAP1 inh: human ERAP1 aminopeptidase inhibitors, primary screen, biochemical, single point, plate reader; Endoplasmic reticulum aminopeptidase 1 (Homo sapiens), Q9NZ08; recombinant ERAP1, Leu-AMC fluorescence, 60 min; inhibition, % at 10.7 µM; 340,000 tested, 0.15% active;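 active = mean replicate inhibition of at least 30%, or all replicates individually reaching that 30% level; inactive = mean below 30% and not every replicate reaching it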;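 note: 0% = neutral control wells and 100% = L-leucinethiol positive control wells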
# C2C12 statin: suppressors of statin myotoxicity in C2C12 myotubes, primary screen, cell-based, single point, plate reader; rescue of ATP level, % at 7.49 µM; C2C12 myotubes + simvastatin, ATP luminescence, 48 h; scaled: DMSO 0, geranylgeraniol control 100; 330,000 tested, 0.78% active; AID 602340, 2012;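 active = mean ATP rescue above about 67%, or every replicate alone reaching that limit, limit read from the data, passing the limit was not always enough; inconclusive = no clear call, values can overlap the other calls; inactive = mean under the limit and some replicate under it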;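 note: myotubes were challenged with 10 µM simvastatin during compound exposure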
# Xi reactivation: activators of inactive X chromosome reactivation, primary screen, imaging, XiGFP fibroblasts, GFP high-content imaging, set 2; XiGFP mouse fibroblasts, % GFP-positive cells imaging, 3 d; cells co-treated with 5-aza-dC sensitizer; scaled so ellipticine positive control = 100%; activation, % at 7.58 µM; 360,000 tested, 0.055% active;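 active = mean normalized replicate activation at least 10% and every replicate at or above 10%; inconclusive = only one of the two criteria met; inactive = mean below 10% and not all replicates reach 10%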;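 note: 0% = median of on-plate neutral control wells and 100% = ellipticine 6 µM median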
#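 System: 68-5-11 XiGFP fibroblast line | Buffer or medium: DMEM containing 5-aza-dC | Compound: Single point | Times: Compounds 3 days, fix/stain 15 min at room temperature | Benchmarks: Positive control ellipticine, 6 µM final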
# PGC1a acetyl inh: inhibitors of PGC1a acetylation signal, primary screen, cell-based, U2OS, AlphaScreen, inhibitor mode; AlphaScreen anti-acetyl-lysine; with virally co-expressed GCN5 acetyltransferase; inhibition, % at 15.6 µM; 350,000 tested, 0.17% active; AID 651687, 2012;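 active = every replicate shows inhibition of at least 40%; inconclusive = mean inhibition at least 40% but some replicate below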;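 note: 0% = neutral control wells and 100% = positive control wells; some results beyond the cut were filed as inactive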
# S100A4 MyoIIA: inhibitors of S100A4-myosin IIA peptide binding, primary screen, biochemical, fluorescence polarization, TAMRA-MyoIIA peptide; inhibition, % at 10.7 µM; 360,000 tested, 0.14% active;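 active = mean inhibition of at least 70% across replicates, with every replicate also reaching that level; inconclusive = mean inhibition reaches 70% but some replicates fall short; inactive = mean inhibition below 70%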
# Target sequence (P26447 whole entry, looked up): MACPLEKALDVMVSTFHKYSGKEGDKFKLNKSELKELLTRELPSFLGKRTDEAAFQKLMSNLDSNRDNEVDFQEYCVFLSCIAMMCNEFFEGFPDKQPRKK
#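 System – human S100A4 monomer protein, biochemical binding assay · Buffer or medium – Calcium-containing HEPES buffer, pH 7.2 · Timing – 5 min between mix addition and reading · Also added – TAMRA-labelled myosin IIA heavy-chain peptide probe, 5 nM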
# LGR2 inh: inhibitors of bursicon-induced LGR2 CRE-luciferase signal, primary screen, cell-based, HEK293, CRE-luciferase reporter, bursicon stimulation | bursicon-stimulated, 4 h | inhibition, % at 9.99 µM | 380,000 tested, 0.35% active | AID 720647, 2013;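 active = drop in luminescence signal, shown as inhibition above about 50% in the replicate tests, limit read from the data, passing the limit was not always enough; inconclusive = probably only some replicates passing the limit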;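 note: agonist challenge used bursicon conditioned medium at about half maximal strength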
# Active calls of the source: *; ? = inconclusive; . = no result given. An excerpt. The share of hits here may be higher or lower than overall.
SMILES,Cneo AK release,SIRT5 block,ERAP1 inh,C2C12 statin,Xi reactivation,PGC1a acetyl inh,S100A4 MyoIIA,LGR2 inh
O=C(CC1CC1)Nc1ccc2c(c1)[C@H]1C[C@H](CC(=O)NC3CCCC3)O[C@@H](CO)[C@H]1O2,0,-2,2,5,-0.1,3,-5,-7
COc1ccc(C2(O)CN(c3ccc(C)cc3)C3=[N+]2CCCC3)cc1 (stereo unspecified),.,-1,4,.,0.0,5,-4,-2
N#Cc1cccc(S(=O)(=O)N2CCN(c3ccnc4cc(Cl)ccc34)CC2)c1,0,-3,2,-3,0.0,.,0,-21
CCC(CC)C(=O)Nc1nnc(S(=O)(=O)N2CCCc3ccccc32)s1,-2,.,.,-2,0.1,-5,-3,-4
Cc1occc1-c1nnc(SCC(=O)c2ccc(Cl)cc2)n1CC1CCCO1 (stereo unspecified),0,2,1,137*,.,-3,-4,1
CCCc1cn(CC[C@H]2CC[C@H](NS(=O)(=O)c3ccccc3Cl)[C@H](CO)O2)nn1,-5,4,2,0,-0.2,-16,9,0
Cc1ccccc1OCC(=O)OCC(=O)N1CCc2ccccc21,-5,0,3,-4,0.3,6,-4,5
COc1cccc(NC(=O)c2cccc(S(=O)(=O)N3CCN(Cc4ccccc4)CC3)c2)c1,.,4,-3,.,0.3,.,14,19
Cc1ccccc1C(=O)N1CCN(S(=O)(=O)c2ccccc2)CC1,5,-2,4,-10,-0.1,5,0,-11
O=C(COC(=O)c1cccc([N+](=O)[O-])c1)NCc1cccs1,.,-2,1,-1,0.5,.,14,-16
COc1ccccc1-c1nc2ccccc2n(CC(C)C)c1=O,.,1,.,.,0.1,.,13,-5
O=C(Cc1ccc(F)cc1)NCCc1ccccc1,2,.,3,2,.,8,-2,-9
CC(=O)c1ccc(-c2ccc(C(=O)NCC3CCCO3)o2)cc1 (stereo unspecified),-1,-43,-2,-5,0.0,6,-3,-16
Cn1ncc([N+](=O)[O-])c1C(=O)NCc1ccccc1,.,2,0,.,0.8,.,3,-2
COc1cc(-c2cc(C(=O)N(C)Cc3ccccc3)c3ccccc3n2)cc(OC)c1OC,1,-7,-17,-84,0.3,-4,1,-2

# Grouped by structure: the entries above with an aryl methoxy group.
SMILES,Cneo AK release,SIRT5 block,ERAP1 inh,C2C12 statin,Xi reactivation,PGC1a acetyl inh,S100A4 MyoIIA,LGR2 inh
COc1ccc(C2(O)CN(c3ccc(C)cc3)C3=[N+]2CCCC3)cc1 (stereo unspecified),.,-1,4,.,0.0,5,-4,-2
COc1cccc(NC(=O)c2cccc(S(=O)(=O)N3CCN(Cc4ccccc4)CC3)c2)c1,.,4,-3,.,0.3,.,14,19
COc1ccccc1-c1nc2ccccc2n(CC(C)C)c1=O,.,1,.,.,0.1,.,13,-5
COc1cc(-c2cc(C(=O)N(C)Cc3ccccc3)c3ccccc3n2)cc(OC)c1OC,1,-7,-17,-84,0.3,-4,1,-2

# (next part)
SMILES,Cneo AK release,SIRT5 block,ERAP1 inh,C2C12 statin,Xi reactivation,PGC1a acetyl inh,S100A4 MyoIIA,LGR2 inh
CCOC(=O)c1sc(NC(=O)CC(C)c2ccccc2)nc1C (stereo unspecified),3,-1,4,-32,0.0,-16,-1,-3
CCOC(=O)N1CCN(C(=O)/C(=C/c2ccc(Br)cc2)NC(=O)c2ccc(OC)cc2)CC1,0,-4,3,.,0.1,5,24,1
Cc1ccc(C(CCN(Cc2ccccc2)C(=O)c2ccco2)c2ccco2)cc1 (stereo unspecified),.,-1,-2,3,0.0,2,-11,-26
COc1cccc(CNS(=O)(=O)c2c(C)[nH]c(C)c2C(=O)N2CCCC2)c1,11,-3,-5,42,0.0,-26,-4,2
COc1ccc(C(=O)N2C=Cc3ccccc3C2C#N)cc1 (stereo unspecified),2,-1,3,.,0.0,.,1,0
CC1CCCN(CCCOc2ccc(Cl)cc2Br)C1 (stereo unspecified),.,-7,2,.,0.0,.,10,-24
Cc1ccc(OC2CCN(C(=O)[C@H]3O[C@@H](n4ccc(N)nc4=O)[C@H](O)[C@@H]3O)CC2)cc1,1,-5,.,7,0.1,9,-2,17
CCn1c(SCC(=O)Nc2ccccc2F)nnc1-c1ccoc1C,1,-5,-1,8,0.3,1,-3,7
CC(C)C(=O)Nc1ccc2c(c1)C(=O)N(C)[C@@H]1CC[C@@H](CC(=O)NCc3ccccc3F)O[C@@H]1CO2,-1,.,.,-3,0.2,7,.,14
Cc1cccc(NC(=S)NNC(=O)c2csc(C)c2)c1,.,-2,-1,.,0.4,.,3,-44
CCN(CC)CCNC(=O)C(=O)Nc1cc2c3c(c1)CCC(=O)N3CCC2,2,-2,3,6,0.0,.,-3,2
CN(C)CCCNC(=O)C[C@@H]1CC[C@@H]2[C@@H](COc3ccc(NC(=O)c4cccc(F)c4)cc3C(=O)N2C)O1,0,-4,-1,12,0.2,6,1,-2
COC(=O)c1cc(NS(=O)(=O)c2ccc(NC(C)=O)cc2)ccc1Cl,-1,-5,4,-6,?,-11,1,-6
COc1ccc2c3c([nH]c2c1)[C@@H](CO)N(C(=O)c1ccncc1)CC31CCN(C(=O)C2CCC2)CC1,.,-2,-1,.,0.1,-4,3,14
COc1cccc(CNC(=O)c2cccc(S(=O)(=O)N3CCN(c4ccc(F)cc4)CC3)c2)c1,0,0,-1,-4,-0.7,-23,2,8
Cc1ccc(C(C)C)c(OCC(=O)NC2CCN(C)CC2)c1,0,-2,3,-2,0.0,-1,-1,-3
Cc1ccc(S(=O)(=O)c2nc(S(C)(=O)=O)sc2N2CCOCC2)cc1,-2,-2,0,40,0.1,-8,10,10
CC(=O)C(Sc1nc(N(C)C)nc(N(C)C)n1)C(=O)Nc1ccccc1 (stereo unspecified),-1,-2,-10,1,0.0,-6,0,-29
CC1(C(=O)Nc2cccc3c2CCCC3)CCN1C(=O)CCC1CCCC1 (stereo unspecified),7,0,-3,-6,0.0,-6,-3,-10
O=C(O)CCC(=O)c1ccc2sc3ccccc3c2c1,.,-4,-6,.,0.3,.,12,-13
O=C(Nc1ccccc1Cl)N1C[C@@H]2[C@H](c3ccccc31)[C@H](CO)N2C(=O)c1cccnc1,-4,0,1,-1,0.0,3,18,1
O=C(/C=C/c1ccccc1Cl)N(Cc1cccs1)C1CCS(=O)(=O)C1 (stereo unspecified),0,-5,7,19,0.0,7,0,-1
CCN(CC(=O)NCCCN1CCOCC1)S(=O)(=O)c1ccc(Cl)cc1,-1,1,0,3,0.2,12,-3,-10
O=C(NNC(=O)c1csc(N2CCOCC2)n1)c1cccnc1,1,2,2,-4,0.5,.,-1,-19
Cc1noc(C)c1NC(=O)N(C)C[C@@H]1Oc2ccc(NC(=O)Nc3ccc4c(c3)OCO4)cc2C(=O)N([C@H](C)CO)C[C@@H]1C,-3,-1,1,.,0.0,1,8,11
CC1(C)C2CCC1(CS(=O)(=O)N1CCC(C(N)=O)CC1)C(=O)C2 (stereo unspecified),3,-3,-2,.,0.0,-6,-5,-4
COc1ccc(-c2ccc(C(=O)NCC3CC3)c3occc23)c(C)c1,2,.,-1,-15,0.2,-6,-1,23
Cc1ccc(NC(=O)Cn2c(=O)n(Cc3ccco3)c(=N)c3c4c(sc32)COC(C)(C)C4)cc1,0,.,.,9,.,1,.,-24
CCCN1CCC(=O)N([C@H](CSc2ccc(OC)cc2)CC(C)C)CC1,-1,.,2,-5,0.0,7,-4,-22
CCOc1ccc(CNC(=O)Cn2nc(C)n3nc(-c4ccccc4)cc3c2=O)cc1,2,1,-4,-113,0.0,2,-1,27
CCOC(=O)Nc1ccc2c(CN3CCC(C(=O)OC)CC3)cc(=O)oc2c1,-1,-2,0,6,0.0,-2,-5,-3
COc1cc(-c2nnc(NC(=O)CCS(=O)(=O)c3ccccc3)o2)cc(OC)c1OC,-1,11,0,-8,0.0,-14,11,-3
CCOc1ccc(-n2c(C)c(C(C)=O)c3cc(OC(C)=O)ccc32)cc1,-1,-2,6,-9,0.6,.,-1,33
Cc1cc(NS(=O)(=O)c2ccc(NC(=O)Nc3cccc(C(F)(F)F)c3)cc2)no1,1,-1,-23,6,0.1,2,-2,-6
COc1cc(CNCCc2ccccc2F)ccc1OCC(=O)N1CCCCC1,-2,-5,-4,.,0.4,.,3,6
C[C@H](CO)N1C[C@H](C)[C@@H](CN(C)Cc2ccc(Cl)c(Cl)c2)OCCCC[C@H](C)Oc2ccc(NC(=O)NC3CCCCC3)cc2C1=O,0,3,1,-104,-0.9,.,-3,22
CCc1cc(=O)[nH]c(SCc2ccc(C)cc2)n1,-2,0,-4,2,0.1,-5,3,.
O=c1[nH]cnc(O)c1C(c1ccc(F)cc1)c1c(O)nc[nH]c1=O,2,-2,0,1,-0.1,4,-3,1
CC1(C)C(c2cccs2)=[N+]([O-])C2(CCCCC/C2=N\NC(N)=S)N1O (stereo unspecified),2,11,3,2,.,.,2,-1
C[C@@H]1CN([C@@H](C)CO)C(=O)Cc2cc(NC(=O)CCC(F)(F)F)ccc2O[C@H]1CN(C)S(=O)(=O)c1cccs1,-3,-2,-2,-8,5.2,8,-5,20
O=C(CSCc1ccc(Cl)cc1)N1CCCCC1,-3,.,.,14,.,-1,.,-54
O=c1c2ccccc2nc2sc(Nc3cccc(Cl)c3)nn12,4,0,5,-40,0.1,.,-2,-31
CC(=O)N(C)C[C@@H]1Oc2cc(C#Cc3ccncc3)ccc2S(=O)(=O)N([C@H](C)CO)C[C@H]1C,2,-2,-1,7,0.2,0,-9,6
COc1ccc(CN(C(=O)c2oc3ccccc3c2C)C2CCS(=O)(=O)C2)cc1 (stereo unspecified),-5,.,.,-6,.,-1,.,11
CC12CCC(C(=O)Nc3cccc(Cl)c3Cl)([C@H](Br)C1=O)C2(C)C (stereo partly specified),.,0,1,7,0.0,-4,1,17
CC(C)(C)NC(=O)CN(C(=O)C(=O)Nc1ccc2c(c1)OCCO2)N1CCOCC1,2,-2,-6,-9,-0.1,13,23,-6
N#C[C@@H]1[C@H](c2ccc(C#CC3CC3)cc2)[C@@H](CO)N1S(=O)(=O)c1ccccc1,-3,-1,-3,1,0.2,-3,-14,0
O=C(O)Cc1ccc(O)cc1,0,-2,-3,14,0.2,10,-7,3
Oc1cccc(CN2CCN(c3ncc(Cc4ccccc4)cn3)CC2)c1,.,.,-4,.,-0.2,.,-1,-28
CCC(=O)Nc1ccc2c(c1)OC[C@H](C)NC[C@H](C)[C@H](OC)CN(C)C2=O,-6,-1,2,8,0.6,.,2,-8
O=C(NCCCN=C1NS(=O)(=O)c2ccccc21)c1ccc(F)cc1,-2,2,0,7,0.0,1,0,0
